WT yeast gro inh: growth inhibition of WT strain, primary screen, mitochondrial fusion inhibitor project, WT and mutant strains, chemical genetic. mitochondrial fusion phenotypic screen. inhibition, % at 10 µM. hit rate 2.1% among 190,000. AID 1362, 2008; in the data active = inhibition above about 58%; tested in S. cerevisiae
Hep lipid drop: inhibitors of hepatocyte lipid droplet formation, primary screen, imaging, high-throughput imaging, BODIPY stain; AML12 mouse hepatocytes, oleate lipid droplets; inhibition, % at 6.5 µM; hit rate 0.4% among 240,000; AID 1656, 2009;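 active = lipid droplet intensity inhibited by at least 50%, with more than 500 cells counted; inconclusive = wells with under 300 cells, treated as cytotoxic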
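Test system: AML12 hepatocytes (mouse); reagent: oleate loading, 100 µM; dosing: one dose, 6.5 µM compound; incubation: overnight exposure; signal: fluorescence imaging, 20x objective, two fields per well; read-out basis: % inhibition of corrected integrated BODIPY droplet signal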
CSM14.1 death rescue: rescue of cells from ER stress-induced death, primary screen, 384-well, CSM14.1, thapsigargin, ATP luminescence (AID 1222) | CSM14.1 thapsigargin-induced death rescue, ATP luminescence; higher % means a stronger effect | cellular ATP content (survival), % at 20 µM, or EC50 in µM where a hit was titrated | 190,000 tested, under 10 active;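 active = EC50 below 50 µM in the dose-response confirmation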;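 also: death triggered by thapsigargin at about 15 µM added after 2 h compound pretreatment; cell ATP read after overnight thapsigargin exposure of roughly 18 to 22 hours; normalized against plate controls of thapsigargin alone and 5% DMSO vehicle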
TNAP activation fold: human TNAP enzyme activators, primary screen, biochemical, luminescent, no phosphate acceptor, uHTS (AID 1001); Alkaline phosphatase, tissue-nonspecific isozyme (Homo sapiens); hit rate 0.03% among 200,000; purified TNAP, luminescent activation assay, no phosphate acceptor; higher activation fold means a stronger effect; one-dose activation fold at 20 µM; EC50 in µM for titrated hits; in the data active = activation fold from about 3, or a potency from the dose series; inactive = the rest, 99 in 100 with activation fold below about 1.6; also: many of its hits are not listed in these tables
human PMI inhibition: inhibitors of human PMI, primary screen, biochemical, fluorescence intensity, coupled assay (AID 1209). Mannose-6-phosphate isomerase (Homo sapiens). purified PMI enzyme, coupled fluorescence intensity; higher % means a stronger effect. inhibition, % at 20 µM, or IC50 in µM where a hit was titrated. hit rate 0.42% among 190,000;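 also: plate controls were DMSO vehicle for no effect and wells lacking substrate for full effect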
Myeloid diff MLP: induction of myeloid progenitor differentiation, primary screen, cell-based, flow cytometry, MLPCN library; ER-HoxA9 myeloid progenitors, lysozyme-GFP differentiation; calls only at 10 µM; hit rate 1% among 360,000;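 active = normalized GFP-positive differentiation at or above the plate's own cutoff, the solvent-only control mean plus 3 SD; inconclusive = no clear call, values can overlap the other calls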;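 also: cells exposed to compound for four days before flow analysis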
human PMI inhibitors: human PMI inhibitors, high substrate, primary screen, biochemical, fluorescence intensity, high mannose 6-phosphate (AID 1220) | recombinant PMI enzyme, coupled fluorescence intensity; higher % means a stronger effect | inhibition, % at 20 µM, or IC50 in µM where a hit was titrated | hit rate 0.66% among 190,000
M1AAP inhibition: P. falciparum M1AAP inhibitors, biochemical, fluorogenic H-Leu-NHMec substrate, 1536-well (AID 1445); Aminopeptidase N (Plasmodium falciparum (isolate 3D7)); recombinant M1AAP, H-Leu-NHMec fluorogenic kinetic assay; higher % means a stronger effect; inhibition, % at 30 µM, or IC50 in µM where a hit was titrated; hit rate 0.42% among 220,000;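 active = primary inhibition above the hit cutoff, then over 50% inhibition at one or more dose response concentrations, cut at about 23% in these data, passing the limit was not always enough; inconclusive = conflicting primary data, or primary hits not chosen for dose response; inactive = low primary inhibition, or under 50% at every dose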;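 also: plate controls were DMSO full reaction for no effect and no enzyme background for full effect; strong numbers were not always called active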
UTI89 phage lysis: inhibition of K1F phage lysis, E. coli UTI89, bacterial capsule biogenesis inhibitors, alamar blue (AID 488966) | E. coli UTI89 K1F phage lysis, alamar blue, 2 h; higher % means a stronger effect | inhibition, % at 100 µM, or IC50 in µM where a hit was titrated | hit rate 0.02% among 340,000;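 active = phage lysis inhibition, versus mean bacterial control, above a set limit; inconclusive = no clear call, values can overlap the other calls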;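 also: capsule biogenesis inhibitors block K1F phage lysis so surviving cells raise fluorescence; higher fluorescence means more inhibition of phage lysis; actives were called in the ten point dose series up to 300 µM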
WT yeast gro inh mutant strain: second read-out of WT yeast gro inh, no call of its own (marks repeat the call); inhibition, %; mitochondrial fusion phenotypic screen, mutant strain inhibition
Hep lipid drop cells 6.5 µM: second read-out of Hep lipid drop, no call of its own (marks repeat the call); cell count; measured here: cell count, cytotoxicity flag;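 cells counted across two imaged fields per well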
Myeloid diff MLP GFP+ MAC1+ %: second read-out of Myeloid diff MLP, no call of its own (marks repeat the call); GFP+ MAC1+ double positive, %; measured here: differentiation confirmed by MAC1 staining
An asterisk follows results filed as active; i = inactive; u = inconclusive; x = not tested or not shown; + = active, no number; [ ] = dose if it differs, or a comment. Rule as the data show it, unless noted: active = inhibition above about 50%; inactive = the rest.

SMILES	WT yeast gro inh	WT yeast gro inh mutant strain	Hep lipid drop	Hep lipid drop cells 6.5 µM	CSM14.1 death rescue	TNAP activation fold	human PMI inhibition	Myeloid diff MLP	Myeloid diff MLP GFP+ MAC1+ %	human PMI inhibitors	M1AAP inhibition	UTI89 phage lysis
COCCSc1ccccc1C(=O)N1CCCC(C)C1 (stereo unspecified)	-19.4	-1.6	3.4	740	-1.6%	1	7.9%	i	0.7	14.6%	6.4%	0.2%
CNc1cc(C)nc(N2CCOCC2)n1	x	x	15.9	751	x	x	x	i	0.8	x	1.5%	-1.3%
CCC(C)c1ccccc1NC(=O)C(C)N(C)Cc1cccc(OC)c1 (stereo unspecified)	8.2	9.6	-41.7	662	-2.0%	1.1	12.5%	i	0.6	11.8%	0.5%	0.3%
COc1ccc(C(c2nnnn2CCc2ccccc2)N2CCN(C3CCCC3)CC2)cc1 (stereo unspecified)	-8.0	-21.2	x	x	0.1%	1.1	-9.9%	i	0.5	-2.0%	16.1%	5.4%
COc1ccc(C2C(C#N)=C(N)OC3=C2C(=O)CC(C)(C)C3)c(OC)c1OC (stereo unspecified)	-3.3	0.2	x	x	0.8%	1	7.2%	i	0.7	11.3%	0.2%	-1.2%
CC1=NNC(=O)C1CC(=O)N/N=C(/C)c1cccc([N+](=O)[O-])c1 (stereo unspecified)	-8.7	-0.8	-1.6	743	0.8%	1.1	-2.4%	i	1.5	2.1%	5.4%	3.6%
CCCOc1ccc(/C(O)=C2/C(=O)C(=O)N(CCN(CC)CC)C2c2ccncc2)cc1 (stereo unspecified)	x	x	10.9	773	-1.1%	1.1	0.1%	x	x	-10.1%	x	x
O=C(COc1ccccc1)NNC(=S)NC(=O)c1ccc(Cl)cc1Cl	55.8	-6.9	-3.7	670	-0.7%	1.4	-13.2%	x	x	-28.4%	-28.3%	x
COc1ccc(C(C)=O)c2c1OCCO2	-2.5	-1.5	x	x	-1.0%	1	11.4%	i	0.5	7.9%	1.8%	0.9%
CC1(C)CC(=O)C=C(NCCc2ccc(S(N)(=O)=O)cc2)C1	3.8	0.1	18.2	783	0.4%	1	5.7%	i	0.3	-3.7%	-0.9%	1.6%
O=c1[nH][nH]c(C(F)(F)F)c1C=NCc1cccs1	5.3	-1.5	-22.2	612	x	0.7	-4.5%	i	0.1	2.2%	8.9%	0.2%
O=C(CSc1nc2ccccc2o1)N1CCN(c2ccccc2)CC1	-5.1	-12.9	-5.0	665	-0.7%	1.1	6.0%	i	0.3	7.7%	1.6%	1.0%
O=C(COc1ccc(S(=O)(=O)NCc2ccccc2)cc1)N1CCOCC1	2.9	-4.2	-0.5	718	6.1%	1.1	-8.7%	i	0.7	-6.8%	-1.5%	0.5%[50 µM]
COc1cccc(-c2nnc(SCC(=O)Nc3ccc(OC)c(OC)c3)n2N)c1	-4.9	-13.0	x	x	-1.6%	1.2	-1.4%	+	1.5*	2.3%	-8.2%	-0.3%
CC(/C=N/NC(=O)Cc1cccn1C)=C\c1ccccc1	10.2	7.8	0.5	645	3.8%	1.1	-16.9%	i	0.7	-1.5%	3.3%	7.3%
COc1ccc(N=Cc2nc(-c3ccco3)oc2O)cc1	-29.1	3.3	1.8	776	14.6%	1	1.7%	i	1.5	6.7%	13.2%	1.8%
Cc1c(Cl)cccc1NC(=S)NCCc1ccc(C(F)(F)F)cc1	81.2*	76.0*	-37.0	767	-1.6%	1.1	1.1%	i	0.6	2.6%	1.3%	-0.1%
CN1CCC(CO)(Cc2ccccc2)CC1	-12.5	-6.8	-4.8	692	0.9%	1.1	0.1%	i	0.3	-8.2%	2.9%	0.0%
CC(C)Oc1ccc(Cc2cnc(N)nc2N)cc1	-7.9	-11.6	-6.0	825	-1.4%	1	-3.6%	i	2.0	-1.4%	4.4%	0.3%
CCOc1ccc(C2CC(c3ccc(OC)c(OC)c3)n3nc(N)nc3N2)cc1 (stereo unspecified)	3.2	-4.8	10.5	669	x	1	13.5%	i	2.8	7.7%	2.3%	8.4%
O=C(CCCN1C(=O)CSc2ncccc21)N1CCN(Cc2ccccc2)CC1	3.0	1.9	-4.4	625	x	1.1	16.6%	i	3.2	13.3%	2.1%	-1.3%
CC(C)c1nc(=S)c2ccccc2[nH]1	-3.0	-9.0	-0.4	820	-5.9%	1.1	-9.1%	i	0.6	-19.2%	6.7%	5.5%
CCCCNC(=O)NNC(=O)c1ccc(F)cc1	-7.7	-9.2	28.8	684	-1.3%	1	-7.7%	i	2.1	-5.1%	-2.2%	1.2%[50 µM]
Cc1c(-c2ccc(F)cc2)nc(N)c(C#N)c1-c1ccco1	4.2	-16.2	x	x	1.9%	1.1	42.7%	i	1.8	47.7%	2.6%	0.0%
Cc1ccc(S(=O)(=O)NC(C(=O)OCC(=O)NC2CCS(=O)(=O)C2)C(C)C)cc1 (stereo unspecified)	-12.4	-2.9	-13.2	707	1.0%	1.1	7.9%	i	3.9	7.2%	4.9%	0.2%
O=C(OC(c1ccccc1)c1nccc2ccccc12)c1cc([N+](=O)[O-])cc([N+](=O)[O-])c1 (stereo unspecified)	55.7	50.8	-14.5	514	1.7%	1.1	18.9%	i	0.5	3.0%	11.9%	2.0%
COc1ccc(C2N(c3ccc(C)cc3)CCN2c2ccc(C)cc2)cc1O	5.4	-9.3	9.9	698	-2.4%	1	19.0%	i	4.3	18.7%	11.9%	-2.8%
OCCn1c(-c2ccccc2)csc1=Nc1ccccc1	14.2	-14.3	-24.1	712	-0.6%	1.1	-2.3%	i	0.3	-11.9%	10.9%	5.8%
Cc1ccc2c(nc3s/c(=C/c4cccs4)c(=O)n32)c1C	x	x	x	x	0.9%	1.1	-7.9%	i	0.8	-9.8%	x	0.2%
O=S(=O)(c1ccc(F)cc1)N1CCN(C(=S)NC2CCCC2)CC1	-7.9	-1.9	3.5	721	-1.4%	1.1	-1.9%	i	0.9	4.8%	0.7%	2.0%
COc1ccc(N2CCN(C(=O)c3c(C)nn(-c4ccccc4)c3C)CC2)cc1	-6.8	-7.6	-7.9	657	0.2%	1.1	-4.6%	i	0.5	4.0%	-3.8%	3.0%
COc1ccc(CSCC(=O)N/N=C/c2ccc(OCC(=O)N3CCCCC3)cc2)cc1	0.1	0.1	5.6	742	-3.4%	1.1	15.8%	i	7.1	14.2%	6.6%	0.2%[50 µM]
O=C(C=C=Nc1ccccc1)C(=O)N=C=Cc1ccccc1	x	x	0.1	724	x	x	x	u	x	x	7.9%	-1.6%[50 µM]
COc1cccc(/C=C2\SC(=N)N(c3ccc(F)cc3)C2=O)c1	5.5	0.6	-1.6	777	-0.8%	1.1	-12.1%	i	0.3	-5.6%	3.7%	0.2%
Cn1cccc1C(=O)Nc1nccs1	7.1	14.1	x	x	-1.9%	1	10.1%	i	0.2	14.6%	-3.5%	1.8%
CCOc1ccc(NC(=O)c2cnsn2)cc1	15.9	16.4	7.4	715	-3.5%	1.1	8.7%	i	0.5	4.0%	3.2%	1.1%
CC(C)Cn1c(=O)c(C(=O)N/N=C/c2cccc(F)c2)c(O)c2ccccc21	18.8	1.1	-40.4	636	-0.2%	1	0.8%	u	x	-13.1%	-3.4%	0.4%
COc1ccc(N2CCN(Cc3nc4ccccc4n3C)CC2)cc1	10.4	10.6	3.3	720	-0.3%	1.1	13.6%	i	0.5	24.2%	3.3%	1.2%[50 µM]
Cc1ccc2c(c1)N(CCCC(=O)NCc1cccnc1)C(=O)CO2	2.4	-3.0	-6.6	760	-3.2%	1	6.5%	i	2.7	3.0%	1.8%	1.6%
Cc1cc(NC(=O)Cn2c(=O)n(CCCCC(=O)NC3CCN(Cc4ccccc4)CC3)c(=O)c3ccccc32)n[nH]1	-8.5	3.8	-4.9	680	-1.6%	1.1	-0.5%	x	x	5.4%	9.3%	x
O=S(=O)(c1ccccc1)N1CCN(c2cc(-c3ccccc3)nc3ncnn23)CC1	-19.1	4.5	x	x	4.6%	1	2.3%	+	38.0*	3.7%	1.7%	-1.2%
CCOC(=O)C1CCN(S(=O)(=O)c2ccc(C)c(C)c2)CC1	-16.4	9.1	3.7	748	1.2%	1.1	x	x	x	x	4.2%	0.0%
CCc1ccc(-c2cc(C(=O)NCc3ccccn3)c3ccccc3n2)cc1	14.9	-13.8	-29.2	480	0.5%	1	9.8%	i	1.1	6.5%	14.2%	3.4%
Cc1ccccc1Cn1cc(NC(=O)c2noc3c2CC(C(C)(C)C)CC3)cn1 (stereo unspecified)	12.2	-5.3	x	x	-0.7%	1.1	3.6%	i	0.5	10.5%	0.8%	2.7%
CC1CCN(c2nc3ccc(C(=O)N4CCN(Cc5ccc6c(c5)OCO6)CC4)cc3s2)CC1	27.4	8.6	x	x	0.5%	1.3	6.1%	i	2.7	5.6%	-2.0%	-1.2%
Cc1ccccc1Cn1nc(C)c(NC(=O)c2noc3c2CCc2ccccc2-3)c1C	39.9	9.7	-11.1	639	-1.0%	1.1	17.5%	i	2.7	18.9%	-0.4%	0.7%
CC1CCC(N2CCNCC2)CC1 (stereo unspecified)	-2.3	-9.5	-1.2	604	-1.2%	0.8	-9.5%	i	0.3	-10.9%	2.3%	-0.4%
CSc1ccc2nnc(-c3cccc(F)c3)n2n1	7.2	-0.8	x	x	-1.7%	1	-19.9%	i	4.2	-7.0%	10.9%	1.5%

Bioassay records as filed in PubChem.
